KAT2A inh – GCN5L2 (KAT2A) acetyltransferase inhibition; Q92830; GCN5L2 HAT assay, ThioGlo1 CoA-SH fluorescence; Potency, µM (series often up to 58.9 µM), inactives show top-dose activity change, negative = inhibition, actives largely listed as inhibitors; actives 0.21% (n = 390,000); AID 504327
Target sequence (Q92830 whole entry, looked up): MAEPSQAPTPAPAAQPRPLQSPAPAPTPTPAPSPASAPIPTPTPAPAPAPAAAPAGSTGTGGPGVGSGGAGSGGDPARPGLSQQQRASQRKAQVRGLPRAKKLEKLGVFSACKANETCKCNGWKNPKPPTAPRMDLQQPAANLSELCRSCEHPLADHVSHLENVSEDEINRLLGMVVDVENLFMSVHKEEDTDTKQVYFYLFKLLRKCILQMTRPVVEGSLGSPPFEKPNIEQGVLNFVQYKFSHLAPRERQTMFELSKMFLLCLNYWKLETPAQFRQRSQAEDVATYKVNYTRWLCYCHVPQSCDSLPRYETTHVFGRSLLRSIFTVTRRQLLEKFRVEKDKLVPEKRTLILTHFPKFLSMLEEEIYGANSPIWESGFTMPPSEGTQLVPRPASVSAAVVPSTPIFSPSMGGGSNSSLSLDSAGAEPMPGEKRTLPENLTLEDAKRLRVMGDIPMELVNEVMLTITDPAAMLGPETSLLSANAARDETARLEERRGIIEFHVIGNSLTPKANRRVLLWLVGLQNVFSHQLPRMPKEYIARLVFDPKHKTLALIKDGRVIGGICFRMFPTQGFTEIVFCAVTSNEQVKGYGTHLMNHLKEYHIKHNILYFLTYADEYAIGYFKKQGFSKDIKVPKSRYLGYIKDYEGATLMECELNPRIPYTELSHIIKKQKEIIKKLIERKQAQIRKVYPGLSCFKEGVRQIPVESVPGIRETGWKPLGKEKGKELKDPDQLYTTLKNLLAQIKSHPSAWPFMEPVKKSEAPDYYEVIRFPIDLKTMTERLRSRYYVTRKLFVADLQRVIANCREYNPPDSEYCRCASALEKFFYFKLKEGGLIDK
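Enzyme at 20nM final was mixed with library compounds for 15 min at room temperature. Peptide H3(1-25) at 75uM, acetyl-CoA at 70uM and ThioGlo1 at 50uM were then added. Plates were read immediately and after 20 min (Ex340nm/Em540nm).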
DT40 TDP1 no CPT – qHTS for Inhibitors of human tyrosyl-DNA phosphodiesterase 1 (TDP1): qHTS in cells in absence of CPT. DT40 Tdp1-/- hTDP1 cells, no CPT, ATP luminescence, 48 h. Potency, µM (doses to about 46.2 µM), for the others: at the highest dose activity change, negative = growth inhibition, most hits filed as inhibitors. actives 15% (n = 420,000); further: nearly all actives have a fitted effect of over 55% in size
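Seeded 400 DT40-hTDP1 cells/well (vehicle DMSO, no 20 nM CPT); pinned compounds; ≥48 hr at 37 °C; CellTiter-Glo luminescence as viability measure.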
DT40 TDP1 CPT – DT40-hTDP1 cell growth loss with CPT; AID 686979; Potency, µM (highest dose often 46.2 µM), without a hit: top-dose activity change, negative = growth inhibition, actives largely listed as inhibitors; chicken DT40 Tdp1-/-;hTDP1 cells + 20 nM CPT, ATP luminescence, 48 h; actives 12% (n = 420,000); further: nearly all actives have a fitted effect of over 55% in size
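Chicken DT40 Tdp1-/- cells stably complemented with human TDP1 were seeded at 400 cells/well in medium containing 20 nM camptothecin, exposed to pin-transferred compounds, and grown at 37 °C for at least 48 hr. Viability was read as ATP luminescence.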
Active calls of the source: *; ? = inconclusive; · = not tested or not shown; [ ] = remark or other dose. The call rests on the fitted dose curve; in most records, active means well fitted curve in the direction sought with a large enough effect; inconclusive means small, poorly fitted or top-dose-only effect, or another doubt; inactive means no such curve, though single readings can be large; an effect the other way counts as inactive or inconclusive. On the % scale 0 is the no-effect control and ±100 the full control effect; potency means the concentration at half of the fitted maximal effect.

The first 3 entries, ahead of the listing:
item	SMILES	KAT2A inh	DT40 TDP1 no CPT	DT40 TDP1 CPT
1	CN(C)c1ccc(-n2cccc2)cc1	-7.3%	-14.4%	16.5%
2	COc1cc(C2C(C#N)=C(N)N(c3ccc(F)cc3)C3=C2S(=O)(=O)CC3)ccc1O (centres undefined)	-9.0%	?	13µM*
3	CC(C(=O)Nc1ccc(C(=O)O)cc1)N1C(=O)c2ccccc2C1=O (centres undefined)	13.2%	-7.9%	-17.7%

Results, previewed entries included:
item	SMILES	KAT2A inh	DT40 TDP1 no CPT	DT40 TDP1 CPT
1	CN(C)c1ccc(-n2cccc2)cc1	-7.3%	-14.4%	16.5%
2	COc1cc(C2C(C#N)=C(N)N(c3ccc(F)cc3)C3=C2S(=O)(=O)CC3)ccc1O (centres undefined)	-9.0%	?	13µM*
3	CC(C(=O)Nc1ccc(C(=O)O)cc1)N1C(=O)c2ccccc2C1=O (centres undefined)	13.2%	-7.9%	-17.7%
4	O=C(c1ccc(Cl)c([N+](=O)[O-])c1)N1CCN(c2ccccn2)CC1	-2.4%	?	-10.3%
5	COc1cccc(C(=O)Nc2c3c(nn2-c2cccc(C)c2C)CS(=O)(=O)C3)c1OC	-5.0%	15.8µM*	35.5µM*
6	CC(=O)Nc1ccc(NCC(O)COc2ccccc2)cc1 (centres undefined)	-1.4%	?	0.8%
7	O=C(/C=C/c1cn(-c2ccccc2)nc1-c1cccnc1)N1CCCC1	-7.1%	7.31µM*	8.2µM*
8	O=c1c(Cl)c(NC2CC2)cnn1-c1ccccc1	-3.0%	-1.6%	-3.3%
9	COc1cc(C2Nc3ccccc3C(=O)N2NS(C)(=O)=O)c([N+](=O)[O-])cc1OC (centres undefined)	-20.1%	-2.3%	5.4%
10	Cc1ccc(Sc2ncnc(N)c2[N+](=O)[O-])cc1	1.5%	?	-25.9%
11	COc1ccc(OC)c(CN2CCCC(C(=O)N3CCCCC3)C2)c1 (centres undefined)	-7.1%	-28.2%	-41.0%
12	COC(=O)CN1C(=O)C(O)(CC(=O)c2ccc(C)o2)c2ccccc21 (centres undefined)	-0.1%	?	?
13	Cc1ccc(NS(=O)(=O)c2ccc3c(c2)[C@H]2C=CC[C@H]2[C@@H](c2ccc(F)cc2)N3)cc1C	-1.6%	5.17µM*	8.2µM*
14	O=[N+]([O-])c1cccc(S(=O)(=O)NCCc2cn3ccccc3n2)c1	-2.7%	3.7%	6.6%
15	Cc1cccc(Cn2c(SCc3ccc(C(=O)N4CCC(C)CC4)cc3)nc3ccncc32)c1	-6.9%	?	?
16	O=C(CCn1c(=S)[nH]c2ccccc2c1=O)NCCCN1CCOCC1	2.5%	1.4%	7.7%
17	COCCC(=O)N1CCC(Oc2ccc(C(=O)NCCn3cccn3)cc2)CC1	-7.9%	3.3%	10.9%
18	CC1CCN(c2ccc(-c3cccs3)nn2)CC1	-24.9%	10.3µM*	?
19	CN(c1ccccc1)S(=O)(=O)c1cccc(C(=O)OCC(=O)NCc2ccccc2)c1	-8.6%	-9.2%	-11.9%
20	Cc1ccc(NC(=O)c2ccc(CN3CC(=O)N4CCCCC4C3=O)cc2)cc1 (centres undefined)	-2.3%	?	?
21	COc1cccc(-c2ccc(O)c(CNCc3cccc(OC)c3OC)c2)n1	·	?	-5.0%[9.04 µM]
22	O=C1OC(O)c2cccc3cccc1c23 (centres undefined)	·	1.2%	10.0%
23	O=C(NNC(=S)NCc1ccccc1)c1cccnc1	-6.3%	13.4%	6.8%
24	CN(C(=O)C=Cc1ccccc1)c1ccccc1	·	-22.7%	-5.4%
25	CCOC(=O)c1ccc(S(=O)(=O)NNC(=O)Cc2csc(C)n2)cc1	2.0%	-4.4%	-3.2%
26	CC[C@]1(C(=O)OC)[C@H]2C(=O)N(Cc3ccccc3)C(=O)[C@H]2[C@H]2CN=C(SCc3ccc(Cl)cc3)N21	-17.1%	?	?
27	CCOc1c2ccc(C(=O)NCc3ccccc3OC)cc2nn1CC	?	?	-4.2%
28	CCOC(=O)[C@]12CCC=C1N(Cc1ccc(Cl)cc1Cl)C(=O)[C@H](CC(=O)NCCc1ccccc1OC)C2	·	?	?
29	CC1Cc2ccccc2N1C(=O)CN1CCN(S(=O)(=O)c2ccc3c(c2)OCCCO3)CC1 (centres undefined)	·	?	-23.1%
30	COc1ccc(OCCCC(=O)NCCc2ccc(OC)c(OC)c2)cc1	2.4%	-14.0%	4.7%
31	CC1(C)CC(=O)c2c(oc3ccc(NS(=O)(=O)c4ccc(C(=O)O)cc4)cc23)C1	0.0%	-1.8%	-24.1%
32	O=C(O)c1cccc(N2C(=O)C3CC=CCC3C2=O)c1 (centres undefined)	-7.3%	-2.7%	-19.8%
33	CCOc1ccccc1NC(=O)c1cc2ccccc2o1	·	?	-17.8%
34	CC(=O)Nc1ccc(S(=O)(=O)N2CCN(c3cc(C(F)(F)F)ccn3)CC2)cc1	-6.6%	16.4µM*	18.4µM*
35	C/C=C/c1ccc(OCC(=O)N2CCc3cc(OC)c(OC)cc3C2)c(OC)c1	-2.3%	23.1µM*	?
36	O=C(CSc1ncnc2sccc12)NCc1ccc2c(c1)OCO2	-0.4%	-0.3%	1.4%
37	COc1ccc(NC(=O)CSc2nc(-c3cccs3)cc(C(F)(F)F)n2)cc1OC	-3.1%	2.31µM*	4.61µM*
38	Cc1ccc(Cl)cc1N1CCN(C(=O)C(=O)N2CCCCC2)CC1	-13.2%	?	12.8%
39	CCCN(CC(=O)Nc1ccccc1C)C(=O)Cc1coc2cc(C)ccc12	?	?	-11.1%
40	Oc1ccccc1-c1nc(N2CCCC2)c2ccccc2n1	-5.6%	-29.0%	-12.7%
41	N=C1SC(CC(=O)Nc2ccccc2[N+](=O)[O-])C(=O)N1c1ccccc1 (centres undefined)	-7.5%	-27.9%	?
42	CCCS(=O)(=O)N1CCC(C(=O)NCCN2CCCC2)CC1	-2.1%	-5.0%	-4.0%
43	CCC(CC)c1nnc(NC(=O)CC(C)c2ccccc2)s1 (centres undefined)	1.0%	-26.5%	3.4%
44	Cc1cc(C(=O)CSc2nnc(-c3cccnc3)n2-c2ccccc2F)c(C)n1C	-3.5%	?	-20.2%
45	CCOc1ccc(CNC(=S)N/N=C\c2ccc([N+](=O)[O-])cc2)cc1	-1.3%	8.2µM*	16.4µM*
46	CCCCCCSc1ccc([C@@H]2[C@H]3C(=O)N(CC)C(=O)[C@H]3[C@]3(C(=O)OC)CCCN23)cc1	-7.8%	?	20.6µM*
47	COc1ccc(-n2c(=O)c(CCc3ccccc3)nc3cnc(N4CCNCC4)nc32)cc1	-20.2%	-12.4%	?
48	Cc1ccc(CNS(=O)(=O)c2cccc3nsnc23)cc1	-1.0%	-5.4%	2.4%
49	O=C(CCC(=O)c1cccs1)OCc1nnc(-c2ccccc2)o1	-1.6%	-15.9%	-13.5%
50	CC(=O)Nc1ccc(/C=C/c2sc3ccccc3[n+]2CCCCI)cc1	·	?	?
51	COc1ccc(C(O)c2nc(-c3cccc(F)c3)cs2)cc1 (centres undefined)	·	?	16.4µM*
52	Cc1ccsc1C(=O)N1CCN(C(=O)c2ccco2)CC1	-6.9%	16.1%	1.8%
53	Cc1cc(=O)oc2cc(OCC(=O)Nc3ccc(CN4CCOCC4)cc3)c(Cl)cc12	-8.7%	-4.5%	?
54	c1ccc(-c2ccncn2)cc1	·	-8.6%	13.7%
55	COc1ccc(CC(N)c2csc(NC(=O)c3cc(C(C)(C)C)oc3C)n2)cc1 (centres undefined)	·	?	23.1µM*
56	COc1cc(-c2nnn(CC#N)n2)ccc1OCc1ccccc1	-10.6%	-20.8%	-13.3%
57	CCOc1cc(CNCCSc2nnnn2-c2ccccc2)ccc1OC	-11.4%	10.3µM*	11.6µM*
58	COCC1CCCCN1C(=O)c1cc(COc2ccc3ncccc3c2)on1 (centres undefined)	1.0%	0.92µM*	1.16µM*
59	C=CCNC(=S)N1CCC(C(=O)c2ccc(F)cc2)CC1	3.4%	?	?
60	Cc1ccc(NC(=O)C2(NC(=O)c3cccc(N4C(=O)CSC4c4ccccc4)c3)CCCCC2)cc1 (centres undefined)	-7.1%	-10.7%	-15.3%

New compounds follow
item	SMILES	KAT2A inh	DT40 TDP1 no CPT	DT40 TDP1 CPT
61	CC(=O)Nc1ccc(NC(=O)C2CCCCC2C(=O)O)cc1 (centres undefined)	-2.4%	1.1%	-1.7%
62	COc1ccccc1NS(=O)(=O)c1ccc(-c2cc(C)no2)s1	-25.1%	7.31µM*	7.31µM*
63	C=CCn1c(SCC(=O)NCC(c2ccccc2)N(C)C)nnc1C1CCCCC1 (centres undefined)	-1.2%	-25.3%	-0.2%
64	CC(C)c1ccc(N(CC(=O)Nc2ccc(S(=O)(=O)N3CCOCC3)cc2)S(C)(=O)=O)cc1	-10.9%	?	?
65	O=c1ccc(Cl)n[nH]1	-3.2%	-1.7%	-1.4%
66	COc1ccccc1C(=O)NCC(=O)N/N=C/c1ccncc1	-8.7%	-12.6%	-6.5%
67	CC(C)(C)OC(=O)N1CCC(NC(=O)c2nc[nH]c2C(=O)NC2CCN(C(=O)OC(C)(C)C)CC2)CC1	-0.9%	?	?
68	Cc1ccc2nc(NS(=O)(=O)c3cn(C)nc3C)sc2c1	-26.7%	17.4%	-3.1%
69	COc1ccc(/C=C/C(=O)OCC(=O)Nc2cc(S(=O)(=O)N(C)C)ccc2Cl)cc1	-15.2%	0.0%	3.0%
70	CCO/N=C/C(=O)Nc1ccc(F)cc1F	-13.5%	23.0%	-1.1%
71	C=CCCCCCCCC(=O)OC	-5.7%	16.1%	0.4%
72	COc1ccccc1NC(=S)N(Cc1ccccc1)Cc1cccs1	-2.9%	-9.7%	-8.4%
73	COc1ccc(/C=C/C(=O)OCC(=O)Nc2cc(C(F)(F)F)ccc2Cl)cc1	3.0%	11.6µM*	?
74	Cc1ccc([C@H]2C[C@@H](n3cc(-c4ccc(F)cc4)nn3)[C@H](O)CN2C(=O)c2cccs2)cc1	·	14.6µM*	18.4µM*
75	NC(=O)[C@@H]1CCCCNc2c(F)cc([N+](=O)[O-])cc2C(=O)N[C@@H](CC(=O)O)C(=O)N[C@@H](CCC(=O)O)C(=O)N1	-0.1%	4.5%	-14.8%
76	Cn1ccnc1SCC(=O)Nc1ccc([N+](=O)[O-])cn1	-14.4%	32.2%[activator]	-3.5%
77	CCN(CC)S(=O)(=O)c1cc(C(=O)N2CCc3ccccc32)ccc1Cl	-4.1%	9.2µM*	?
78	C/C(CCc1ccc2c(c1)OCO2)=N\NC(=O)c1ccccc1Cl	-1.9%	-10.9%	-9.4%
79	COc1ccc(CNC(=O)c2ccc3c(c2)nc2n3CCCCC2)cc1	-0.4%	-21.1%	-20.2%
80	Fc1ccccc1OCCCCCCN1CCCC1	-3.8%	?	?
81	CCn1c(CSc2nnc(C)n2-c2ccccc2)nc2cc(S(=O)(=O)N(C)C)ccc21	0.7%	-3.8%	-12.1%
82	Cc1ccc(CNC(=O)CN(C)S(=O)(=O)c2ccc(Br)s2)cc1	-1.3%	?	-14.5%
83	COc1cccc(C2Nc3cccc4cccc(c34)N2)c1	-9.4%	-16.5%	-4.5%
84	Cc1ccc(NC(=O)CN(C)CC(=O)N(C)Cc2ccccc2)cc1	-4.2%	?	?
85	O=C(Nc1cccc(-c2csc(Nc3ccc(Cl)cc3)n2)c1)c1cccc(C(F)(F)F)c1	-14.8%	20.6µM*	?
86	CC(=O)Nc1ccc(NC(=O)COC(=O)c2ccc(Cl)nc2)cc1	-22.1%	-15.0%	-0.2%
87	O=c1ncn(-c2ccccc2C(F)(F)F)c2ncccc12	-1.5%	-1.3%	0.0%
88	Cc1ccc(N(C(C)C(=O)Nc2ccc(S(=O)(=O)N3CCOCC3)cc2)S(C)(=O)=O)cc1C (centres undefined)	-4.1%	-37.1%	?
89	COCc1cc(=O)[nH]c(/N=C(\N)Nc2ccc(C)cc2)n1	0.2%	-1.0%	-6.0%
90	COc1ccccc1Oc1c(C)oc2c(CN(C)C)c(O)ccc2c1=O	?	-0.1%	-1.8%
91	c1ccc(C[C@H]2CN=C(Nc3ccccc3)N2CC2CCCC2)cc1	·	11.6µM*	10.3µM*
92	NNC(=O)c1n[nH]c2c1CC(C1CCCCC1)CC2 (centres undefined)	-1.7%	5.8µM*	5.17µM*
93	CON(C)C(=O)/C=C/CCCCNC(=O)OC(C)(C)C	-3.0%	-7.3%	-3.6%
94	COc1cccc(OC)c1CN1CCCC(C(=O)c2ccccc2SC)C1 (centres undefined)	19.1%	20.6µM*	16.4µM*
95	CC(C)CC(C(=O)O)N1C(=O)C2C3c4ccccc4C(c4ccccc43)[C@@H]2C1=O (some centres undefined)	-2.9%	12.2%	-3.9%
96	COCCn1c(SCC(=O)NC2CCCC2)nnc1-c1ccncc1	-1.2%	-4.3%	6.7%

Not all compounds are listed, so the mix of outcomes need not match the whole.
